# Screening data deposited in PubChem by several laboratories.
# CIT2-GFP yeast – modulators of TOR pathway CIT2-GFP in S. cerevisiae; GFP response vs DMSO, % at 10 µM; hit rate 0.065% among 320,000; S. cerevisiae CIT2-GFP strain, flow cytometry, 3 h; 100 means same as DMSO wells; AID 2029;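 active = GFP response relative to DMSO above a set limit, near the screen mean plus 3 SD, cut at about 150% in these data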;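 note: ratio of well median GFP fluorescence to mean of DMSO wells on the plate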
# AGP1-GFP MLPCN – yeast TOR pathway AGP1-GFP modulation; S. cerevisiae AGP1-GFP multiplex flow cytometry, 3 h; GFP as percent of DMSO wells; GFP response vs DMSO, % at 10 µM; hit rate 0.02% among 320,000; AID 2066;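 active = GFP response relative to DMSO above a set limit, near screen average plus 3 SD, cut at about 150% in these data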;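 note: median GFP channel fluorescence of the gated AGP1 strain per well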
# VLA-4 inh – inhibition in a human VLA-4 binding assay | P13612 | VLA-4 expressing cells, ligand binding flow cytometry | inhibition, % (about 7 µM as worked out from the volumes in the protocol) | hit rate 0.2% among 330,000; in the data active = inhibition above about 50%
# GRK2 inh – blocks RNA aptamer binding to human GRK2 | P25098 | bead flow cytometry, FAM-aptamer displacement from GRK2 | inhibition of aptamer binding, % at 10 µM | hit rate 0.59% among 330,000;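 active = inhibition of aptamer binding above 40%, roughly 3 SD of noise, on plates passing a quality check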;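 note: median bead fluorescence of bound FAM aptamer so fluorescent compounds give negative values; no value below 0 was filed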
# MCL1-BIM inh – MCL1-BIM-BH3 interaction inhibition (human); GST-MCL1 / FITC-Bim-BH3 fluorescence polarization; Q07820; hit rate 0.68% among 320,000; inhibition, % at 10.9 µM;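 active = inhibition above the mean inhibition of all tested compounds plus 3 SD, set per campaign, cut at about 40% in these data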;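 note: 0% = DMSO wells and 100% = unlabeled Bim-BH3 peptide control; higher means more loss of mP so more displacement of Bim peptide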
# Target sequence (Q07820 whole entry, looked up): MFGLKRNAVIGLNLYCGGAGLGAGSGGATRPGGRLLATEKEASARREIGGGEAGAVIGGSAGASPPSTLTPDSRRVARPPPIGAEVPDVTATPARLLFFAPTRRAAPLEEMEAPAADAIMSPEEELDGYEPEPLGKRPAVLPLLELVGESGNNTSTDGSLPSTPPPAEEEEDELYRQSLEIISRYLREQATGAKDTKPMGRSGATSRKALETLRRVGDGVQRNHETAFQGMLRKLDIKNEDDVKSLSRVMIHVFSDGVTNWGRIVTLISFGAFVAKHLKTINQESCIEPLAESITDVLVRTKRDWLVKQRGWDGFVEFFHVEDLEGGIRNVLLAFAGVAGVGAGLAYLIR
# MEX-5 binding – C. elegans MEX-5 TCR-2 RNA binding activity. AID 1832. activity score (negative = inhibition of binding), % at 10 µM. MEX-5/FITC-TCR2 RNA binding, fluorescence polarization; active compounds read low. Q9XUB2. hit rate 0.38% among 300,000;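 active = inhibition past about -25% in most replicates, and total fluorescence under double the plate's negative control median, limit read from the data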;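 note: 0% = DMSO and -100% = 5 µM competing unlabeled TCR2 RNA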
# Target sequence (Q9XUB2 whole entry, looked up): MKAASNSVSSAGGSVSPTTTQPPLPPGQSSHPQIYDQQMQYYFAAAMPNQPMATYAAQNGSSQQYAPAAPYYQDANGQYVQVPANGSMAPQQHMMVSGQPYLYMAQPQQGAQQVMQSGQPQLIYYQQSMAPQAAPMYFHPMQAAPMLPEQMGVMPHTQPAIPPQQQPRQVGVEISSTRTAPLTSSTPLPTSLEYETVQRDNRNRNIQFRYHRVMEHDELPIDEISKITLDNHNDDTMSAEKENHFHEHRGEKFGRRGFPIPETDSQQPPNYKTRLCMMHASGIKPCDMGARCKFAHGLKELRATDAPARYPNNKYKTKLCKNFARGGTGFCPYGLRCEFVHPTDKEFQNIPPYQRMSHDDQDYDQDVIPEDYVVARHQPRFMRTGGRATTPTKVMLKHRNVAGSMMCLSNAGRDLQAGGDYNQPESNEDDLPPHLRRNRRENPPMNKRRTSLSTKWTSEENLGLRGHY
# BCLXL inh – Bcl-xL (human) inhibition. Q07817. GST-Bcl-xL / FITC-Bim BH3 peptide fluorescence polarization. inhibition, % at 10.9 µM. hit rate 0.7% among 320,000. AID 2129;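 active = inhibition above the mean of all tested compounds plus 3 SD, cutoff set per campaign, cut at about 30% in these data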;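 note: 0% = DMSO wells and 100% = unlabeled Bim-BH3 peptide competitor; inhibitors lower millipolarization by displacing the labeled peptide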
# Target sequence (Q07817 whole entry, looked up): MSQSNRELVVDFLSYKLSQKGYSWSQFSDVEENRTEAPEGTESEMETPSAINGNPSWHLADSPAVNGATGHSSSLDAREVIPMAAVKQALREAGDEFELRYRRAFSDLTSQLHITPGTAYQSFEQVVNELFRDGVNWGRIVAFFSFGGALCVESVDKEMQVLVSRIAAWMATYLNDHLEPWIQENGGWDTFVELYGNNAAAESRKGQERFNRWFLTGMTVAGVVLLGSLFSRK
# Yeast superoxide – yeast age-related superoxide inhibition as caloric restriction mimetic | S. cerevisiae aged cells, superoxide DHE fluorescence; active compounds read low | superoxide response (% of plate mean), % at 10 µM | hit rate 0.18% among 330,000;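 active = superoxide response under a set limit, about three screen SD below normal, cut at about 65% in these data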;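 note: yeast aged for seven days with compound at 30 °C before DHE staining; 100% = average MFI of all compound-treated wells on the plate with controls excluded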
# GLD-1 RNA inh – GLD-1-TGE RNA interaction inhibition (C. elegans). AID 2280. inhibition, % at 5.96 µM. purified GLD-1 + fluorescein TGE RNA, fluorescence polarization. hit rate 0.44% among 320,000. Q17339;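 active = percent inhibition above a per-plate cutoff, the plate mean of test compounds plus 3 SD, cut at about 30% in these data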;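 note: 0% = DMSO wells with GLD-1 and probe and 100% = wells lacking GLD-1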
# An asterisk follows results filed as active; . = not tested or not shown; [ ] = another dose, or the depositor's remark.
SMILES,CIT2-GFP yeast,AGP1-GFP MLPCN,VLA-4 inh,GRK2 inh,MCL1-BIM inh,MEX-5 binding,BCLXL inh,Yeast superoxide,GLD-1 RNA inh
COc1ccc(C(=O)n2cc(C(C)=O)c3ccccc32)cc1,100,99,14,0,6,-0.1,3,87,-1
Cc1ccc2cccc(NC(=O)C(F)(F)F)c2n1,93,.,-13,0,1,0.5,-1,106,-3
Cc1ccc(C)c(OCCN2CCOCC2)c1,102,102,10,0,3,-0.9,5,99,1
O=c1ccc(C(F)(F)F)cn1Cc1cc(=O)n2cc(Br)ccc2n1,98,96,4,0,13,-1.9,-2,104,-3
CC(=O)c1ccc(N2CCN(CC(O)COC(c3ccccc3)c3ccccc3C)CC2)cc1 (centres undefined),99,101,12,0,5,-0.5,4,93,2
O=C(COC(=O)c1ccc2ccccc2n1)c1ccccc1,88,101,-8,0,0,-1.3,6,88,4
COc1ccc(CNCC(O)(c2ccc(F)cc2)c2ccc(F)cc2)cc1,107,110,-10,0,9,-0.5,8,103,-3
COc1cc(OC)c(NS(=O)(=O)c2cn(C)cn2)cc1Cl,97,97,-9,2,10,-3.0,8,99,-1
CC(C)c1ccccc1NC(=O)c1cnccn1,116,99,-6,3,7,-3.4,4,104,2
CCOC(=O)N1CCC2(O)CCCCC2C1c1ccc(F)cc1 (centres undefined),98,96,11,1,8,-2.0,6,93,4
O=S(=O)(Nc1nc2ccccc2nc1NCc1ccco1)c1ccc(Cl)cc1,101,99,7,2,13,3.7,16,105,4
COCCCNC(=S)N1CCN(C)CC1,95,102,-18,2,7,1.1,5,95,0
O=C(COC(=O)C1C2CC3OC(=O)C1C3C2)Nc1cccc(C(F)(F)F)c1 (centres undefined),84,92,17,0,1,-1.4,3,93,6
Cc1ccc(C2N=C(N)Nc3nc(=O)c4ccccc4n32)cc1 (centres undefined),93,100,24,0,1,1.4,-5,109,-1
Cc1nc(C(=O)N2CCc3c([nH]c4ccccc34)C2c2ccccn2)cs1 (centres undefined),93,95,3,3,4,-0.5,6,94,-2
COc1ccc(S(=O)(=O)n2[nH]c(=O)c(CCO)c2C)c([N+](=O)[O-])c1,88,93,10,2,-3,-1.6,4,102,0
CN1CCN(S(=O)(=O)c2ccccc2)CC1,88,109,24,1,0,1.4,5,108,-5
CC[C@@]1(C(=O)OC)N[C@H](CN(C)C(=O)c2ccccc2)[C@@H]2C(=O)N(C)C(=O)[C@@H]21,89,105,22,5,.,.,.,110,1
Cc1ccc(C(=O)Nc2c3c(nn2-c2ccccc2)CS(=O)(=O)C3)cc1C,104[may fluoresce green],103[may fluoresce green],8,1,2,1.7,0,104,4
CCN1CCN(CCNC(=O)c2ccc3c(c2)N(Cc2cccc(Cl)c2)C(=O)c2ccccc2S3=O)CC1 (centres undefined),98,101,11,0,5,1.0,1,87,3
Cn1c(-c2ccccc2)c[n+]2c1CCCCC2,91,104,6,0,-2,1.7,-2,134,1
CC1CC(C)CN(CCOc2cccc(Cl)c2Cl)C1 (centres undefined),101,102,13,0,5,0.7,2,94,1
NS(=O)(=O)c1cccc(NC(=O)CC23CC4CC(CC(Br)(C4)C2)C3)c1,113,108,0,3,-1,-1.2,1,95,-3
O=c1[nH]cnc2c1N=C(c1cccc([N+](=O)[O-])c1)CC(c1ccccc1)N2 (centres undefined),98,100,-5,1,0,0.4,5,93,2
CCCCCN(C(=O)COC(=O)c1ccc(C)cc1)c1c(N)n(CCCC)c(=O)[nH]c1=O,97,102,7,0,-1,.,0,119,9
# (continued)
SMILES,CIT2-GFP yeast,AGP1-GFP MLPCN,VLA-4 inh,GRK2 inh,MCL1-BIM inh,MEX-5 binding,BCLXL inh,Yeast superoxide,GLD-1 RNA inh
Cc1ccc(S(=O)(=O)NCC(c2ccccc2)N2CCN(CCC#N)CC2)cc1 (centres undefined),90,94,2,4,2,0.7,0,114,-5
Cc1ccccc1CN1CCN(C(=O)CC(C)C)CC1,102,94,-6,3,0,1.7,4,112,4
COc1ccc(C)cc1NC(=O)COC(=O)C1COc2ccccc2O1 (centres undefined),102,101,16,0,.,.,.,95,1
Cc1ccc(NC(=O)CSc2nnc([C@H](C)NC(=O)OC(C)(C)C)o2)c(C)c1,.,.,19,3,-5,-1.0,-2,88,6
COCCNC(=O)CNC(c1ccccc1)c1ccccc1,88,91,-8,0,-2,-0.7,0,95,-4
CNc1nc(N)nc(OC(C(F)(F)F)C(F)(F)F)n1,100,100,4,1,2,2.8,8,93,11
Nc1[nH]c(=S)nc2nc(-c3ccccc3)c(-c3ccccc3)nc12,97,99,-13,1,19,-0.1,24,88,3
COCCOC(=O)c1c(C)nc(SCC(=O)Nc2ccc(OC)cc2)c(C#N)c1-c1ccco1,89,98,2,3,4,-0.6,6,91,-3
COc1ccc(CNC(=O)C(C)NCc2ccc(S(N)(=O)=O)cc2)cc1 (centres undefined),100,102,10,1,-6,-3.5,-8,89,-1
O=C(NCC1CCCO1)c1ccc(OC2CCN(C(=O)C3CC3)CC2)cc1 (centres undefined),114,118,-4,3,4,1.3,9,87,-3
CCNC(=O)NC(=O)C(C)OC(=O)[C@H](C)NS(=O)(=O)c1c(C)c(C)cc(C)c1C (some centres undefined),107,105,0,3,6,-2.7,1,86,0
CCN(CC(=O)Nc1cccc(C(C)=O)c1)S(=O)(=O)c1ccccc1,93,99,13,1,2,0.7,4,103,-5
Cc1ccc(NC(=O)CSC(C)c2nc3ccccc3c(=O)[nH]2)cc1 (centres undefined),95,97,7,2,-20,0.0,-1,105,-9
O=C(NCCc1ccc(Cl)cc1)Nc1ccc(F)cc1,92,93,2,0,0,-1.7,-1,95,-4
CN(C)c1nc(N)nc(CSc2ccccn2)n1,99,102,5,1,-6,0.4,0,104,0
CCOC(=O)C(NCc1ccco1)(NC(=O)c1ccc(OC)cc1)C(F)(F)F (centres undefined),96,105,4,3,7,1.9,5,97,-2
COc1ccccc1CC(=O)N1CCOCC1,104,99,-1,0,0,0.3,6,96,4
CCN(CC)C(=O)C(=O)Nc1ccc(OCc2ccccc2)cc1,92,91,5,0,11,1.5,1,106,3
Cc1ccsc1/C=N/NC(=O)c1nnn(-c2nonc2N)c1C(C)C,104,100,10,4,1,-1.1,0,71,5
CCOC(=O)C1Nc2ccc(C(=O)O)cc2C2C=CCC12 (centres undefined),103,96,1,22,89*,-18,37*,92,10
O=C(CSc1nc(-c2ccccc2)cs1)Nc1cccc([N+](=O)[O-])c1,53,44,-2,5,-16,0.1,0,96,14
COCCCNC(=O)/C(C#N)=C1\N=C(NC(=O)c2cccs2)c2ccccc21,118,115,-31,0,-37,.,-17,110,-16
O=C(NCCC1=CCCCC1)c1ccc(-n2cncn2)c([N+](=O)[O-])c1,109,110,-5,5,5,2.9,6,91,2
CN1CCN(C(c2ccccn2)c2cc(Cl)c3cccnc3c2O)CC1 (centres undefined),96,98,12,0,39,16,18,132,2
Brc1ccc(C2=NC(Cc3ccccc3)CO2)cc1 (centres undefined),81,71,-10,3,3,-1.5,-1,108,2

# Two consecutive records out of the list so far:
SMILES,CIT2-GFP yeast,AGP1-GFP MLPCN,VLA-4 inh,GRK2 inh,MCL1-BIM inh,MEX-5 binding,BCLXL inh,Yeast superoxide,GLD-1 RNA inh
Cc1ccc(S(=O)(=O)NCC(c2ccccc2)N2CCN(CCC#N)CC2)cc1 (centres undefined),90,94,2,4,2,0.7,0,114,-5
Cc1ccccc1CN1CCN(C(=O)CC(C)C)CC1,102,94,-6,3,0,1.7,4,112,4

# (continued)
SMILES,CIT2-GFP yeast,AGP1-GFP MLPCN,VLA-4 inh,GRK2 inh,MCL1-BIM inh,MEX-5 binding,BCLXL inh,Yeast superoxide,GLD-1 RNA inh
OCCNCc1cccc2ccccc12,92,96,2,0,0,-4.2,6,97,-6
c1ccc(-n2c(-c3ccncc3)nnc2N2CCOCC2)cc1,91,91,9,4,-6,0.0,-2,101,0
Cn1c(Cc2ccccc2)nnc1SCCC(=O)Nc1ccccc1,98,102,25,0,-24,-1.1,-22,90,-3
O=C(CSc1nnc(CCCN2C(=O)c3cccc4cccc(c34)C2=O)n1-c1ccccc1)NCCCO,98,94,-2,4,-8,-1.2,3,112,1
C/C(=N\Nc1ccccn1)c1cccs1,105,112,1,2,7,-0.3,9,97,1
O=C(O)C1CCN(Cc2cccnc2)CC1,100,109,7,0,3,2.3,6,103,2
Cc1ccsc1C(=O)N1CCN(S(=O)(=O)c2cccs2)CC1,90,95,1,2,0,-1.4,0,93,6
O=C(CSc1nnc(-c2c[nH]c3ccccc23)n1CC1CCCO1)Nc1ccc2c(c1)OCCO2 (centres undefined),99,100,0,3,5,-1.4,7,97,2
CCOC(=O)N1CCN(C(=O)CS(=O)Cc2nc(-c3cccc(C)c3)oc2C)CC1 (centres undefined),88,93,12,0,2,0.4,-3,112,-4
O=C(O)C(Cc1ccccc1)N=C(NS(=O)(=O)c1ccccc1)c1ccccc1 (centres undefined),93,97,9,3,.,.,.,81,-1
C/C(CC(=O)Nc1ccccn1)=N\NC(=O)c1ccccc1O,103,102,5,1,37,-0.2,11,84,5
Cc1ccc(NC(=O)N2CCC(=O)N2)cc1,109,106,16,0,-4,-1.6,2,99,4
CCC(NC(=O)COC(=O)C1CC2CCCC(C1)C2=O)c1ccc(Br)cc1 (centres undefined),96,108,1,4,4,2.2,7,109,2
Cc1ccc(N2C(=S)SC3CS(=O)(=O)CC32)cc1 (centres undefined),93,105,7,0,-1,1.1,6,86,-5
Cc1nn(CC(=O)N2c3ccccc3NC(=O)C2(C)C)c(C)c1[N+](=O)[O-],96,100,4,0,-3,0.2,-1,96,-1
COc1ccccc1NC(=S)N(CCN(C)C)C(C)c1ccncc1 (centres undefined),106,107,8,0,4,-1.4,3,119,3
CC(=O)c1cccc(NC(=O)C2=CC(c3ccco3)=NS(=O)(=O)N2C)c1,99,104,-4,3,2,0.2,6,111,3
Cc1cnc(C(=O)OCC(=O)N2CC(C)CC(C)C2)cn1 (centres undefined),103,103,10,3,.,.,.,105,8
O=c1[nH]c2ccccc2n1CCCOc1ccccc1,93,97,1,4,0,0.1,0,108,-1
Cc1cccc(C(=O)Oc2ccccc2/C=N/Nc2ccc([N+](=O)[O-])cc2)c1,92,91,12,2,-29,.,-7,111,17
Cc1ccc(NC(=O)Cn2cnc3c(oc4nc5c(cc43)COC(C)(C)C5)c2=O)cc1,101,96,18,0,9,-0.4,0,119,5
COc1cccc(CNCCOCCO)c1OC,85,87,-4,5,1,1.1,0,94,-9
O=C(COC(=O)c1ccccc1C(F)(F)F)NC(=O)NCc1ccco1,103,102,8,4,.,.,.,104,2
COC(=O)CN1C(=O)[C@H]2[C@@H](/C=C/c3ccccc3)N3C(=O)CN(Cc4ccccn4)C(=O)[C@@]3(Cc3ccccc3)[C@H]2C1=O,92,95,2,0,.,.,.,104,-2
CCN1C(=O)c2ccc(C(=O)Nc3ccc4c(c3)OCO4)cc2C1=O,111,105,-3,3,-7,1.5,8,87,1
Cc1ccc(-c2nc(SCC(=O)N(C)C3CCS(=O)(=O)C3)[nH]c2-c2ccc(C)cc2)cc1 (centres undefined),106,105,1,0,0,.,3,84,3
CC(Sc1nnnn1C1CC1)C(=O)N1CC(=O)Nc2ccccc21 (centres undefined),73,91,30,0,-3,.,3,114,4
O=C(CCN1CCN(C(=O)c2ccccc2)CC1)c1ccc(Br)cc1,90,92,2,3,15,-2.1,5,96,13
